RmlCD inh mix = RmlC and RmlD coupled enzyme inhibitors, primary screen, biochemical, 384-well, compound mixtures, retest. RmlC/RmlD coupled enzyme inhibition, 384-well mixture HTS. inhibition, % at 5.5 µM. 110,000 tested, 0.39% active. AID 1532, 2009; in the data active = inhibition above about 30%, passing the limit was not always enough; also: strong numbers were not always called active
HIV RNase H inh = HIV-1 RT RNase H inhibitors, primary screen, biochemical, fluorescence; Gag-Pol polyprotein (Human immunodeficiency virus type 1 group M subtype B (isolate …; inhibition, % at 10 µM; RT-RNase H RNA/DNA duplex cleavage; AID 565, 2006; 65,000 tested, 1.9% active; in the data active = inhibition above about 50%
Starred values were filed as active, the others as inactive; nt = not tested or not shown. Not all compounds are listed; the hit share may differ from the screen's.

No.	smiles	RmlCD inh mix	HIV RNase H inh
1	CC(=O)c1c(C)nc(-c2ccc3c(c2)OCO3)n1O	nt	-52
2	OCC[C@H]1C[C@@H](O)[C@H](O)[C@@]2(CCCCO2)O1	-11	nt
3	CC1=CC(C)(C)NC(=S)N1c1cccc2ccccc12	3	nt
4	CC(C)C[C@H](NC(=O)c1nc[nH]c1C(=O)N(C)Cc1ccccc1)C(=O)OC(C)(C)C	9	nt
5	COc1ccc(N(C(=O)Cn2cnc3ccccc32)C(C(=O)NC2CCCCC2)c2ccccc2)cc1 (stereo unspecified)	4	nt
6	COCCN1CCN(c2c3c(nc4cc(-c5cccc(F)c5)nn24)CCC3)CC1	-12	nt
7	O=C1CCCC2=C1C(c1cccc(Br)c1)n1nc(-c3ccco3)nc1N2 (stereo unspecified)	-8	-4
8	Cc1cc(C)n(-c2nc(C)nc(N)n2)n1	6	-11
9	CC1CN(c2nc3ccccc3nc2C(C#N)C(=O)OC2CCCCC2)CC(C)O1 (stereo unspecified)	8	9
10	COc1ccc(O[C@H]2C=C[C@@H](c3ccccc3)O[C@@H]2COC(=O)CC/C(C)=N/O[C@@H](C)c2cn([C@H](CO)Cc3ccccc3)nn2)cc1	9	nt

Continuation:
No.	smiles	RmlCD inh mix	HIV RNase H inh
11	CC1=C(C)CC(C(=O)Nc2cccc(Cl)c2)C(C(=O)O)C1 (stereo unspecified)	-8	0
12	COc1ccc(NC(=O)CN2CCN(S(=O)(=O)c3ccc(Cl)cc3)CC2)cc1Cl	-13	-25
13	CCC(C)NS(=O)(=O)c1ccc(OCC(=O)NCC2CCCO2)cc1 (stereo unspecified)	-22	nt
14	COc1ccc(NC(=O)COC(=O)c2ccc(OCc3c(C)noc3C)cc2)cc1OC	-10	nt
15	O=C(NC1CCCCC1)N(CCN1CCCC1)Cc1cc2cc3c(cc2[nH]c1=O)OCCO3	13	-10
16	Cc1ccc(Cn2cnc3ccccc32)cc1	18	nt
17	O=C(NCCCN1CCCC1=O)c1nnc(Cc2c(F)cccc2Cl)o1	3	-9
18	CCCCSc1nc2c(cc1C#N)CCC2	-10	-33
19	Nn1c(-c2ccccn2)nnc1-c1ccccn1	17	-8
20	O=c1c2ccccc2nc(SCc2nnc(-c3ccccc3)o2)n1-c1ccc(F)cc1F	-9	6

Other records follow.
No.	smiles	RmlCD inh mix	HIV RNase H inh
21	CCOC(=O)c1cccc(S(=O)(=O)N(CCO)Cc2cc3cc(OC)ccc3[nH]c2=O)c1	-13	-32
22	O=[N+]([O-])c1ccc(-c2nc(-c3cccs3)c(-c3cccs3)[nH]2)cc1	-4	nt
23	Cc1ccc(N2C(=O)CC(NCc3ccc4c(c3)OCO4)C2=O)cc1Cl (stereo unspecified)	-11	19
24	ONC(=Nc1ccccc1)C(=Nc1ccccc1)NO	-5	1
25	CC(=O)Nc1cccc(NC(=O)CSc2nnc(Cc3cccn3C)n2-c2ccc(C)cc2)c1	-7	-14
26	CCOC(=O)c1c(NC(=O)C(C)NCc2ccco2)sc2c1CCC(C)C2 (stereo unspecified)	8	nt
27	Cc1ccc(-c2nc(=S)c3c(n2Cc2ccco2)CC(C)(C)OC3)cc1	5	12
28	Cc1ccc(C)c(NC(=S)NNC(=O)c2ccco2)c1	-4	nt
29	Cc1ccc(S(=O)(=O)NCCSc2nnnn2-c2cc(C)ccc2C)cc1	-9	-47
30	O=C(Cn1cnc2scc(-c3ccc(F)cc3)c2c1=O)N1CCOCC1	38	nt

The listing continues:
No.	smiles	RmlCD inh mix	HIV RNase H inh
31	c1ccc(CCc2ccccc2-c2nc(-c3cccnc3)no2)cc1	-9	-52
32	CCOc1ccc(OCC)c(NC(=O)C2CCN(S(=O)(=O)c3cnc[nH]3)CC2)c1	-16	-9
33	C/C(=N/NC(=O)c1ccco1)c1cccc(NC(=O)c2ccc(C)o2)c1	-33	nt
34	Cc1cc(C)cc(NC(=O)CN2C(=O)NC(C)(c3ccccc3)C2=O)c1 (stereo unspecified)	-12	nt
35	O=C(NC1CCCCC1)C(c1ccncc1)N(Cc1ccc2c(c1)OCO2)C(=O)c1cnsn1 (stereo unspecified)	3	nt
36	CCCCNS(=O)(=O)c1ccc(OC)c2ncccc12	-14	-15
37	CN1CCN(CC(=O)Nc2nc(-c3ccccc3)cs2)CC1	nt	-10
38	CCOC(=O)c1sc(NC(=O)c2ccncc2)nc1C	-3	nt
39	O=C(OCC(=O)N1CCN(c2ccccc2)CC1)C1=COCCO1	-16	3
40	Cc1cccc2sc(NC(=O)Cn3cccc3)nc12	-3	-23

The list goes on:
No.	smiles	RmlCD inh mix	HIV RNase H inh
41	CCOC(=O)Cc1csc(NC(=O)CSc2nnnn2-c2ccc(CC)cc2)n1	-9	-1
42	CC(O)c1nc2ccccc2n1C1CCCCC1 (stereo unspecified)	-12	-1
43	CC1=CC(=O)N(c2cccc(C(F)(F)F)c2)C1c1ccc(Cl)cc1 (stereo unspecified)	11	nt
44	C(#CCN1CCOCC1)COCCCOC(c1ccccc1)c1ccccc1	7	nt
45	O=C(CSCc1nc2ccccc2[nH]1)Nc1ccccc1	-12	nt
46	CC(C)C(=O)Nc1cccc(NC(=O)CCN2C(=O)c3ccccc3S2(=O)=O)c1	-8	-13
47	Cc1c(CN(C)C(=O)c2ccc(Br)o2)cnn1C	-12	nt
48	CCOc1ccc2nc(N/C(N)=N/C(=S)Nc3cccc(C)c3)nc(C)c2c1	1	nt
49	CCn1cc(C(=O)NC2CCCC2)c(=O)c2cc(S(=O)(=O)N3CCOCC3)ccc21	nt	4
50	CCCCOc1[nH]c2nc(-c3ccco3)n(Cc3ccco3)c(=N)c2c1C#N	19	11

Continued:
No.	smiles	RmlCD inh mix	HIV RNase H inh
51	C[C@@H](NC(=O)c1coc(=O)c(Br)c1)c1ccccc1	1	9
52	COc1ccc(CCNC2CC(=O)N(CCc3ccccc3)C2=O)cc1OC (stereo unspecified)	9	-9
53	COc1ccc(C2/C=C\CN(C(=O)Oc3ccccc3)CC(=O)N2Cc2ccc(F)cc2)cc1 (stereo unspecified)	3	nt
54	CCCCN1C(=O)N(C)C2C1N(C)C(=O)N2CCCC (stereo unspecified)	10	nt
55	CCc1ccc(OCCCN=C(C)c2c(O)n(C)c(=O)n(C)c2=O)cc1	-16	-17
56	O=C(Nc1ccc2c(c1)OCO2)N1CCN(c2cccc(C(F)(F)F)c2)CC1	-12	-3
57	COc1ccccc1C1C=C(c2ccc(Cl)cc2)Nc2nc(NS(C)(=O)=O)nn21 (stereo unspecified)	2	-7
58	C=CCN1C=C2C(=O)C(C)(OC(=O)CC)C(=O)C=C2C=C1CCCC (stereo unspecified)	-2	nt
59	Cc1ccc(C)c(OC(=O)c2ccncc2)c1	-10	nt
60	CCC(Oc1ccccc1)C(=O)NCc1cccnc1 (stereo unspecified)	3	11

Further entries follow:
No.	smiles	RmlCD inh mix	HIV RNase H inh
61	Cc1cccc(N(C(=O)c2cnc3n(c2=O)CCS3)C2CCCCC2)c1	-11	-3
62	O=C(O)CC(NC(=S)NCc1ccccc1)C(=O)O (stereo unspecified)	-11	nt
63	Cc1cccc(C2(c3cccc(C)c3)OC(=O)c3ccccc32)c1	-11	nt
64	O=C(NCc1ccco1)C1CCN(Cc2ccc(F)cc2)CC1	19	nt
65	CCOC(=O)c1ccc(NC(=O)NC2CCN(CC(=O)NCc3ccc4c(c3)OCO4)CC2)cc1	-10	-2
66	Cc1ccnc2c(N3C(=O)C4C5c6ccccc6C(c6ccccc65)C4C3=O)cccc12 (stereo unspecified)	-27	nt
67	CCCOc1ccc(C2C(C#N)=C(N)Oc3nc[nH]c(=O)c32)cc1OC (stereo unspecified)	-14	-10
68	Cc1cccc(NC(=O)CN(C)S(=O)(=O)c2ccc(Cl)cc2)n1	-9	-4
69	CCOc1ccc(S(=O)(=O)n2ccnc2)c2ccccc12	1	-11
70	CCOC(=O)c1cnc(-n2nc(C)cc2C)nc1Nc1ccc(N(C)C)cc1	-3	2

Remaining list, next part
No.	smiles	RmlCD inh mix	HIV RNase H inh
71	CCN(CC)S(=O)(=O)c1csc(C(=O)NC2CCCCC2)c1	4	4
72	COCCCNC(=O)C1CCCN(C(=O)Nc2ccc(OC)cc2)C1 (stereo unspecified)	2	-22
73	COc1cc(C)nc(NS(=O)(=O)c2ccccc2)n1	3	-11
74	C=CCSc1nnc(Cc2c(C)[nH]c3ccccc23)o1	-9	-56
75	CC(C)C(C(=O)Nc1cccnc1)N1C(=O)c2ccccc2C1=O (stereo unspecified)	21	-16
76	COC(=O)c1[nH]c2cc(OC)c(OC)cc2c1NC(=O)CN1CCN(Cc2ccccc2)CC1	nt	4
77	Cc1csc(=Nc2ccc(S(=O)(=O)N3CCOCC3)cc2)n1Cc1ccco1	-7	-55
78	COc1cc(O)c(CCO)c2c1C(=O)C[C@@H](C)O2	-12	nt
79	O=C(c1cccc(OC(F)F)c1)N1CCN(c2ncccn2)CC1	nt	-3
80	Cc1ccc(-n2nc3cc(C)c(NC(=O)c4cccnc4)cc3n2)cc1	17	nt

Compound profiles (already shown).
CC(C)C(C(=O)Nc1cccnc1)N1C(=O)c2ccccc2C1=O (stereo unspecified) is entered as RmlCD inh mix: 21; HIV RNase H inh: -16
COc1cc(O)c(CCO)c2c1C(=O)C[C@@H](C)O2 is entered as RmlCD inh mix: -12; HIV RNase H inh: nt
O=C(c1cccc(OC(F)F)c1)N1CCN(c2ncccn2)CC1 is entered as RmlCD inh mix: nt; HIV RNase H inh: -3

The listing continues.
No.	smiles	RmlCD inh mix	HIV RNase H inh
81	CC(=O)c1cc(C#N)c(SCC(=O)OC(C)(C)C)nc1C	-9	-16
82	CCOC(=O)N1CCN(c2cc(N3CCN(CC)CC3)c(F)cc2[N+](=O)[O-])CC1C (stereo unspecified)	24	nt
83	CCn1c(=O)cc(SCC(=O)Nc2cccnc2)c2ccccc21	7	-23
84	OC1CCN(c2c3c(nc4cc(-c5cccc(F)c5)nn24)CCCC3)CC1	-6	-36
85	Cc1nn(-c2ccccc2)c2c1C(=O)NC(=O)C(C)(C)C2	-1	-5
86	COc1ccccc1Nc1nc(-c2ccc([N+](=O)[O-])cc2)nc2ccccc12	5	nt
87	COc1ccc(CC(=O)Nc2cccc(-c3nnc(-c4ccco4)o3)c2)cc1	nt	-1
88	CCn1c(SCC(=O)OC)nnc1-c1ccncc1	-9	nt
89	FC(F)(F)c1cc(-c2ccccc2)nc(NCC2CCCO2)n1 (stereo unspecified)	-18	-67
90	NC(=O)/C(=N\OC(=O)c1ccco1)c1nc(-c2ccc(Br)cc2)cs1	-3	nt

Next part:
No.	smiles	RmlCD inh mix	HIV RNase H inh
91	CCOc1cccc(C2NCc3ccccc3-n3cccc32)c1O (stereo unspecified)	-11	-10
92	Cn1cc(Cl)c(C(=O)NC2CCCCCC2)n1	-18	-3
93	Cc1cc(C)c2nc(SCCC#N)nc(C)c2c1	-38	-23
94	C=CCNC(=O)C1CCN(S(=O)(=O)c2ccc(Br)cc2)CC1	30	3
95	Cc1ccc(C(=O)OCC(=O)Nc2ncc(Cl)cc2Cl)cc1NC(=O)c1ccco1	-58	nt
96	CCn1c(COc2ccccc2)nc2ccccc21	3	nt
97	COc1ccccc1N1CCN(C(c2ccccn2)c2nnnn2C2CCCCC2)CC1 (stereo unspecified)	2	nt
98	Cc1ccc2cc(C(c3nnnn3C3CCCC3)N3CCN(c4ccccc4)CC3)c(=O)[nH]c2c1 (stereo unspecified)	-27	1
99	Cc1nc2c(-c3ccc(F)cc3)c(C)nn2c(C)c1CCC(=O)NCc1ccco1	-148	nt
100	COc1ccc(/C=C(/C#N)c2cccnc2)cc1OC	-15	-27

Filtered by structure, the entries above with a tert-butyl group
No.	smiles	RmlCD inh mix	HIV RNase H inh
4	CC(C)C[C@H](NC(=O)c1nc[nH]c1C(=O)N(C)Cc1ccccc1)C(=O)OC(C)(C)C	9	nt
81	CC(=O)c1cc(C#N)c(SCC(=O)OC(C)(C)C)nc1C	-9	-16

2 entries from above, with one line to a screen.
[94] C=CCNC(=O)C1CCN(S(=O)(=O)c2ccc(Br)cc2)CC1
[95] Cc1ccc(C(=O)OCC(=O)Nc2ncc(Cl)cc2Cl)cc1NC(=O)c1ccco1
Assay by compound	94	95
RmlCD inh mix	30	-58
HIV RNase H inh	3	nt

More entries.
No.	smiles	RmlCD inh mix	HIV RNase H inh
101	Cc1csc(NC(C)c2nc3cc(Cl)c(N4CCCCC4)cc3n2CCOCCO)n1 (stereo unspecified)	-4	nt
102	COc1ccc(CC(=O)Nc2c3c(nn2-c2cccc(C)c2C)CS(=O)(=O)C3)cc1	6	-5
103	O=C1CC[C@@H](C(=O)N2CSC[C@H]2C(=O)O)N1	-10	nt
104	CCc1ccc(C(=O)N2CCCC2)s1	-13	4
105	CCN(CC)c1ccc2c(Cl)c(Br)c(=O)oc2c1	13	-3
106	O=C1CCC(c2ccc(-n3ccnc3)cc2)=NN1	7	nt
107	CC(Cc1ccccc1)NC(=O)C1(c2ccccc2)CCOCC1 (stereo unspecified)	4	nt
108	Cc1cccc(-c2nc(C#N)c(N3CCCCCC3)o2)c1	-113	-34
109	CCCNS(=O)(=O)c1ccc(CCC(=O)N2CCN(c3ccc(OC)cc3)CC2)cc1	4	nt
110	O=C(/C=C/c1ccc(-c2ccccc2[N+](=O)[O-])o1)c1ccc(F)cc1	-5	nt

More records
No.	smiles	RmlCD inh mix	HIV RNase H inh
111	CC(C)(C)C1CCc2onc(C(=O)Nc3cnn(Cc4ccc(F)cc4)c3)c2C1 (stereo unspecified)	7	8
112	CC(=O)Nc1ccc(NS(=O)(=O)c2cn(C)c(=O)n(C)c2=O)cc1	0	-1
113	O=C(Nc1ncnc2c1CCC2)C12CC3CC(CC(C3)C1)C2	-7	4
114	NC(=O)CSc1nnc(C2CC2)n1Cc1ccccc1	3	-8
115	Cc1cc(C)n2c(SCc3ccc(C#N)cc3)nnc2n1	-8	5
116	CCc1ccc(/C=N/NC(=O)c2cc(C3CC3)nc3ccccc23)s1	-3	nt

Screening results as filed in PubChem.
